Screening results as filed in PubChem BioAssay.
Bim-Bcl-XL = disrupts Bim peptide binding to human Bcl-XL; inhibition, % at 10 µM; Q07817; 190,000 tested, 0.04% active; AID 1007; bead flow cytometry, fluorescence
Target sequence (Q07817 whole entry, looked up): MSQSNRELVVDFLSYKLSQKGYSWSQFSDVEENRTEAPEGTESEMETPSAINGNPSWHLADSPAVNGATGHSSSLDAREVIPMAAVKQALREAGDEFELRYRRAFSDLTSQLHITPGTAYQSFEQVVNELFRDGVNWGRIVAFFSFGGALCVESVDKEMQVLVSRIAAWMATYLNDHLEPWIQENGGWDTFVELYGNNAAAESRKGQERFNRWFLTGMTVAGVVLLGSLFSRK
Bim-Bcl-2 = inhibitors of Bim-Bcl-2 interaction, human; Bead-based flow cytometry, Bim peptide-Bcl-2 binding; inhibition, % at 10 µM; 190,000 tested, 0.06% active; AID 950; in the data active = inhibition above about 40%; inconclusive = no clear call, values can overlap the other calls;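 also: 0% = no compound wells with probe peptide and 100% = reference peptide inhibitor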
Bim-Bfl-1 = human Bim-Bfl-1 interaction inhibition; Q16548; Bead-based flow cytometry, Bim-Bfl-1 binding inhibition; inhibition, % at 10 µM; 190,000 tested, 0.12% active; AID 1008;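 also: 0% = wells without compound plus tracer and 100% = blocker peptide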
Bim-Bcl-W = human Bim-Bcl-W interaction inhibition. AID 952. inhibition, % at 10 µM. bead-based flow cytometry, Bim peptide-Bcl-W binding. Q92843. 190,000 tested, 0.02% active;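 also: 0% = bound tracer without compound and 100% = peptide blocker; higher means less fluorescent Bim peptide bound to Bcl-W beads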
Target sequence (Q92843 whole entry, looked up): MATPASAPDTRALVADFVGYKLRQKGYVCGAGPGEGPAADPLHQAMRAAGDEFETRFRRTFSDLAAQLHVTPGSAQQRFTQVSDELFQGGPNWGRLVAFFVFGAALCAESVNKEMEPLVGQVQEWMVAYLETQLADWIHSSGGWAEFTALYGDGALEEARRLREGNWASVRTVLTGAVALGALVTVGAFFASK
RGS7-Gao = modulates binding of RGS7 to human Galphao; binding response (% of control), % at 10 µM; Multiplexed bead flow cytometry; actives lie on both sides; P09471; 220,000 tested, 0.35% active; in the data active = binding response below about 49% or above about 150%; inconclusive = no clear call, values can overlap the other calls; inactive = in between;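 also: fluorescent Galphao held in activated GDP-AlF4 state binding bead-coupled RGS7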
ABCG2 block = inhibitors of human ABCG2 transporter, ABCB1 counter-screen; AID 1325; Q9UNQ0; 190,000 tested, 0.1% active; IgMXP3 cells, JC-1 efflux, flow cytometry; inhibition, % at 6.6 µM;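 active = inhibition above 80%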;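 also: 0% = DMSO and 100% = nicardipine control wells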
Target sequence (Q9UNQ0 whole entry, looked up): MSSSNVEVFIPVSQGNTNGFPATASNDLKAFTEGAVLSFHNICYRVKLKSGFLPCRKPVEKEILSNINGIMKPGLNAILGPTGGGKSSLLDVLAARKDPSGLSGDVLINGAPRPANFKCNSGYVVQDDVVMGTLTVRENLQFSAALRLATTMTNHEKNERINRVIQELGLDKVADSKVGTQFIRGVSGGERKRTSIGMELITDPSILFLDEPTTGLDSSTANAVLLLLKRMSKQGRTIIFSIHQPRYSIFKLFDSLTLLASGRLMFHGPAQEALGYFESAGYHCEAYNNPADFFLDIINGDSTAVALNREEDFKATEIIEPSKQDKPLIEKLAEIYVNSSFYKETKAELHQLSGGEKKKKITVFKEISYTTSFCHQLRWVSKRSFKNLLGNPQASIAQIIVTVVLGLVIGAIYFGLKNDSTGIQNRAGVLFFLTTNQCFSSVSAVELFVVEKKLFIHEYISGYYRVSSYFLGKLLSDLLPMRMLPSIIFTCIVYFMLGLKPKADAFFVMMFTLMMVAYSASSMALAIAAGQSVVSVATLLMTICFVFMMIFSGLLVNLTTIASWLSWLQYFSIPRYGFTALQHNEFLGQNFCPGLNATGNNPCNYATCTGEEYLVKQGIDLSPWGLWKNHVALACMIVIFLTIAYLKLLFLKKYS
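Test system: IgMXP3 cells (ABCG2) mixed with DDAO far-red-labelled CCRF-Adr cells (ABCB1). Reagent: JC-1 transporter substrate. Compound dosing: single test compound dose, 6.6 µM final. Times: 10 min compound exposure, 25 °C. Detection: flow cytometry of retained JC-1 fluorescence. Read-out basis: efflux inhibition in percent versus controls. Controls: nicardipine and DMSO wells.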
RGS8-Gao = modulates binding of RGS8 to human Galphao; P09471; multiplexed bead flow cytometry; actives lie on both sides; response (percent of control binding), % at 10 µM; 220,000 tested, 0.34% active; AID 1423; in the data active = response below about 60% or above about 140%; inactive = in between;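 also: Galphao activated as the GDP aluminium fluoride complex binding bead-coupled RGS8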
ABCB1 inh = blocks JC-1 efflux by human ABCB1 transporter. P08183. CCRF-Adr cells, flow cytometry. inhibition, % at 6.6 µM. 190,000 tested, 0.067% active. AID 1326; in the data active = inhibition above about 40%;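 also: 0% = vehicle and 100% = reference inhibitor; higher value means more JC-1 retained so stronger ABCB1 efflux block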
GSH bead fluor = GSH bead compound fluorescence profile; GSH beads flow cytometry, compound fluorescence 488/530 nm; active compounds read high; fluorescence (KMESF) at 10 µM; 190,000 tested, 0.25% active; AID 1776; in the data active = fluorescence above about 89;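 also: glutathione beads carrying GST-tagged Bcl family fusion proteins plus one bare bead set; values are compound well signal with DMSO vehicle wells as background; inactives centre near 16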
RGS4-Gao reg = modulates binding of RGS4 to human Galphao. binding response (% of control), % at 10 µM. AID 1415. P09471. 220,000 tested, 0.33% active. Multiplexed bead flow cytometry; actives lie on both sides; in the data active = binding response below about 49% or above about 150%; inactive = in between;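 also: fluorescent Galphao activated with aluminum fluoride binding bead-coupled RGS4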
Bim-Bcl-B = inhibitors of Bim-Bcl-B interaction, human | Q9HD36 | bead-based flow cytometry, Bim peptide-Bcl-B binding | inhibition, % at 10 µM | 190,000 tested, 0.073% active;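 also: 0% = tracer peptide without compound and 100% = reference inhibitor peptide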
Starred values were filed as active, the others as inactive. Rule as the data show it, unless noted: active = inhibition above about 40%.

O=C(CCS(=O)(=O)c1cc(Br)cc2c1N(C(=O)C1CC1)CC2)NCc1ccco1 was read as Bim-Bcl-XL 9, Bim-Bcl-2 0, Bim-Bfl-1 0, Bim-Bcl-W 1, RGS7-Gao 106, ABCG2 block 2, RGS8-Gao 110, ABCB1 inh 0.5, GSH bead fluor 57, RGS4-Gao reg 110 and Bim-Bcl-B 0.
`CCOc1ccccc1NC(=O)CSc1nccn1-c1ccccc1` gave Bim-Bcl-XL -3, Bim-Bcl-2 1, Bim-Bfl-1 -4, Bim-Bcl-W 0, RGS7-Gao 119, ABCG2 block 11, RGS8-Gao 138, ABCB1 inh 1.3, GSH bead fluor 24, RGS4-Gao reg 113 and Bim-Bcl-B 2.
For NC(=O)C1CCCN(C(=O)c2ccc(Cl)cc2)C1 (stereo not given) the results were Bim-Bcl-XL -3, Bim-Bcl-2 -6, Bim-Bfl-1 -12, Bim-Bcl-W 2, RGS7-Gao 98, ABCG2 block 0, RGS8-Gao 98, ABCB1 inh -0.7, GSH bead fluor 39, RGS4-Gao reg 97 and Bim-Bcl-B -6.
`O=C(NN=C1CCCCCC1)NC1CCCCC1` gave Bim-Bcl-XL -8, Bim-Bcl-2 0, Bim-Bfl-1 0, Bim-Bcl-W -2, RGS7-Gao 98, ABCG2 block -1, RGS8-Gao 101, ABCB1 inh -0.2, GSH bead fluor 10, RGS4-Gao reg 97 and Bim-Bcl-B -4.
`C=CCNC(=S)NNC(=O)c1csc(C)c1CC` gave Bim-Bcl-XL -4, Bim-Bcl-2 -3, Bim-Bfl-1 1, Bim-Bcl-W -2, RGS7-Gao 102, ABCG2 block 5, RGS8-Gao 104, ABCB1 inh 1.1, GSH bead fluor 15, RGS4-Gao reg 107 and Bim-Bcl-B -21.
Screening Cc1ccc(NC(=O)CSc2nnc(C)c(=O)[nH]2)cc1C returned Bim-Bcl-XL 0, Bim-Bcl-2 -5, Bim-Bfl-1 -2, Bim-Bcl-W -2, RGS7-Gao 103, ABCG2 block 2, RGS8-Gao 101, ABCB1 inh 0.4, GSH bead fluor 11, RGS4-Gao reg 102 and Bim-Bcl-B -2.
`Cc1cc(OCCCCCNCCO)ccc1Cl` gave Bim-Bcl-XL -2, Bim-Bcl-2 -3, Bim-Bfl-1 -13, Bim-Bcl-W -1, RGS7-Gao 106, ABCG2 block 6, RGS8-Gao 115, ABCB1 inh 0.1, GSH bead fluor 20, RGS4-Gao reg 107 and Bim-Bcl-B -8.
CCCCSc1nnc(-c2ccc(C)cc2)c2ccccc12 was read as Bim-Bcl-XL -3, Bim-Bcl-2 0, Bim-Bfl-1 0, Bim-Bcl-W -3, RGS7-Gao 103, ABCG2 block 92*, RGS8-Gao 104, ABCB1 inh 3.0, GSH bead fluor 4, RGS4-Gao reg 104 and Bim-Bcl-B -6.
`Cc1ccccc1Nc1cc(C(=O)NCc2ccco2)c2ccccc2n1` gave Bim-Bcl-XL -2, Bim-Bcl-2 -2, Bim-Bfl-1 -2, Bim-Bcl-W 0, RGS7-Gao 99, ABCG2 block 5, RGS8-Gao 103, ABCB1 inh 1.2, GSH bead fluor 22, RGS4-Gao reg 103 and Bim-Bcl-B -2.
Screening COC(=O)c1cc(Cl)c(NC(=O)c2ccco2)cc1OC returned Bim-Bcl-XL -14, Bim-Bcl-2 -10, Bim-Bfl-1 -15, Bim-Bcl-W 0, RGS7-Gao 101, ABCG2 block 5, RGS8-Gao 101, ABCB1 inh 0.6, GSH bead fluor 30, RGS4-Gao reg 98 and Bim-Bcl-B -12.

Fetched by structure from the list above (two):
For NC(=O)C1CCCN(C(=O)c2ccc(Cl)cc2)C1 (stereo not given) the results were Bim-Bcl-XL -3, Bim-Bcl-2 -6, Bim-Bfl-1 -12, Bim-Bcl-W 2, RGS7-Gao 98, ABCG2 block 0, RGS8-Gao 98, ABCB1 inh -0.7, GSH bead fluor 39, RGS4-Gao reg 97 and Bim-Bcl-B -6.
CCCCSc1nnc(-c2ccc(C)cc2)c2ccccc12 was read as Bim-Bcl-XL -3, Bim-Bcl-2 0, Bim-Bfl-1 0, Bim-Bcl-W -3, RGS7-Gao 103, ABCG2 block 92*, RGS8-Gao 104, ABCB1 inh 3.0, GSH bead fluor 4, RGS4-Gao reg 104 and Bim-Bcl-B -6.

More entries follow.
COCCn1c(Cc2cccn2C)nnc1SCC(=O)NCc1ccc2c(c1)OCO2 was read as Bim-Bcl-XL 1, Bim-Bcl-2 -5, Bim-Bfl-1 -7, Bim-Bcl-W 1, RGS7-Gao 104, ABCG2 block 1, RGS8-Gao 101, ABCB1 inh 0.6, GSH bead fluor 17, RGS4-Gao reg 102 and Bim-Bcl-B -2.
For COc1ccc(NS(=O)(=O)c2ccc(O)c(C(=O)OCC(=O)NC3CCCCC3)c2)cc1 the results were Bim-Bcl-XL -3, Bim-Bcl-2 -1, Bim-Bfl-1 -6, Bim-Bcl-W 1, RGS7-Gao inconclusive, ABCG2 block 1, RGS8-Gao 101, ABCB1 inh 0.0, GSH bead fluor 16, RGS4-Gao reg 99 and Bim-Bcl-B -2.
COc1ccc(N(CC(=O)NC(C)(C)C)C(=O)c2ccco2)cc1 was read as Bim-Bcl-XL 0, Bim-Bcl-2 -1, Bim-Bfl-1 -1, Bim-Bcl-W 0, RGS7-Gao 95, ABCG2 block 4, RGS8-Gao 99, ABCB1 inh 1.3, GSH bead fluor 10, RGS4-Gao reg 99 and Bim-Bcl-B -3.
For CCCOc1ccc(Cc2nn[nH]n2)cc1 the results were Bim-Bcl-XL 0, Bim-Bcl-2 -1, Bim-Bfl-1 0, Bim-Bcl-W 0, RGS7-Gao 95, ABCG2 block 1, RGS8-Gao 102, ABCB1 inh 0.2, GSH bead fluor 11, RGS4-Gao reg 101 and Bim-Bcl-B -2.
Screening CCOC(=O)c1ccc(NC(=O)NC2CC3CCC(C2)N3C(=S)NC)cc1 (stereo not given) returned Bim-Bcl-XL 0, Bim-Bcl-2 0, Bim-Bfl-1 -2, Bim-Bcl-W 0, RGS7-Gao 83, ABCG2 block 2, RGS8-Gao 96, ABCB1 inh -1.6, GSH bead fluor 13, RGS4-Gao reg 85 and Bim-Bcl-B -11.
Screening CCN(CC)S(=O)(=O)c1ccc2c(c1)nc(CCC(=O)O)n2CC returned Bim-Bcl-XL 0, Bim-Bcl-2 0, Bim-Bfl-1 -2, Bim-Bcl-W 3, RGS7-Gao 101, ABCG2 block 1, RGS8-Gao 101, ABCB1 inh 0.4, GSH bead fluor 12, RGS4-Gao reg 101 and Bim-Bcl-B -2.
For CCOCC(=O)Nc1c(C(=O)Nc2ccc3c(c2)OCCO3)oc2ccccc12 the results were Bim-Bcl-XL -14, Bim-Bcl-2 -6, Bim-Bfl-1 -4, Bim-Bcl-W -12, RGS7-Gao 132, ABCG2 block 2, RGS8-Gao 133, ABCB1 inh 0.9, GSH bead fluor 8, RGS4-Gao reg 130 and Bim-Bcl-B -5.
Screening CSc1ccc(CN(C)C(C)C(=O)NCc2ccccc2)cc1 (stereo not given) returned Bim-Bcl-XL -1, Bim-Bcl-2 3, Bim-Bfl-1 -3, Bim-Bcl-W 0, RGS7-Gao 92, ABCG2 block -1, RGS8-Gao 100, ABCB1 inh -0.3, GSH bead fluor 10, RGS4-Gao reg 102 and Bim-Bcl-B -2.
Screening CCCC1N2CC3([N+](=O)[O-])CN1CC([N+](=O)[O-])(C2)C3(C)C (stereo not given) returned Bim-Bcl-XL -6, Bim-Bcl-2 -8, Bim-Bfl-1 -10, Bim-Bcl-W -3, RGS7-Gao 103, ABCG2 block 2, RGS8-Gao 95, ABCB1 inh 0.6, GSH bead fluor 15, RGS4-Gao reg 96 and Bim-Bcl-B -5.
Screening CCOC(=O)C1(C)C=C(Nc2ccccc2)C(=O)N1c1ccccc1 (stereo not given) returned Bim-Bcl-XL 0, Bim-Bcl-2 -3, Bim-Bfl-1 4, Bim-Bcl-W -2, RGS7-Gao 100, ABCG2 block 1, RGS8-Gao 103, ABCB1 inh 0.2, GSH bead fluor 12, RGS4-Gao reg 103 and Bim-Bcl-B -3.
O=C(CN1C(=O)COc2ccccc21)N(Cc1cccnc1)Cc1cccc(F)c1 was read as Bim-Bcl-XL 1, Bim-Bcl-2 1, Bim-Bfl-1 -4, Bim-Bcl-W 0, RGS7-Gao 92, ABCG2 block 2, RGS8-Gao 99, ABCB1 inh 0.9, GSH bead fluor 55, RGS4-Gao reg 91 and Bim-Bcl-B -1.
`Cn1c(SCc2ccccn2)nnc1-c1ccncc1` gave Bim-Bcl-XL -5, Bim-Bcl-2 -5, Bim-Bfl-1 -13, Bim-Bcl-W 5, RGS7-Gao 99, ABCG2 block 2, RGS8-Gao 102, ABCB1 inh 0.5, GSH bead fluor 7, RGS4-Gao reg 98 and Bim-Bcl-B -10.
Screening COc1ccc(CN2CCC(CO)(Cc3ccccc3C(F)(F)F)CC2)c(F)c1 returned Bim-Bcl-XL -4, Bim-Bcl-2 -2, Bim-Bfl-1 -5, Bim-Bcl-W 0, RGS7-Gao 92, ABCG2 block 2, RGS8-Gao 99, ABCB1 inh 1.3, GSH bead fluor 15, RGS4-Gao reg 98 and Bim-Bcl-B -5.
Screening Cn1nc(-c2ccc(C(=O)Nc3ccc(F)cc3)cc2)c2ccccc2c1=O returned Bim-Bcl-XL -6, Bim-Bcl-2 -9, Bim-Bfl-1 -6, Bim-Bcl-W -9, RGS7-Gao inconclusive, ABCG2 block 20, RGS8-Gao 94, ABCB1 inh 5.2, GSH bead fluor 11, RGS4-Gao reg 91 and Bim-Bcl-B -9.
Screening COc1ccc(-c2nnc(SCc3ccccc3F)o2)cc1 returned Bim-Bcl-XL -2, Bim-Bcl-2 0, Bim-Bfl-1 -2, Bim-Bcl-W -3, RGS7-Gao 99, ABCG2 block 7, RGS8-Gao 100, ABCB1 inh 1.1, GSH bead fluor 19, RGS4-Gao reg 101 and Bim-Bcl-B -1.
`c1ccc(C2OC3c4cccc5cccc(c45)C3N2c2ccccc2)cc1` (stereo not given) gave Bim-Bcl-XL -5, Bim-Bcl-2 -1, Bim-Bfl-1 -1, Bim-Bcl-W -3, RGS7-Gao 101, ABCG2 block 7, RGS8-Gao 112, ABCB1 inh 1.2, GSH bead fluor 15, RGS4-Gao reg 103 and Bim-Bcl-B -7.
`COc1ccccc1CNC(=O)c1ccc(NS(=O)(=O)c2c(C)noc2C)cc1` gave Bim-Bcl-XL -7, Bim-Bcl-2 -3, Bim-Bfl-1 -3, Bim-Bcl-W 0, RGS7-Gao 100, ABCG2 block 3, RGS8-Gao 100, ABCB1 inh 0.2, GSH bead fluor 35, RGS4-Gao reg 100 and Bim-Bcl-B -6.
Cc1ccc(C)c(NC(=O)CN(C)C(=O)c2cc3ccccc3o2)c1 was read as Bim-Bcl-XL -1, Bim-Bcl-2 -4, Bim-Bfl-1 -8, Bim-Bcl-W -3, RGS7-Gao 102, ABCG2 block 1, RGS8-Gao 103, ABCB1 inh 0.1, GSH bead fluor 9, RGS4-Gao reg 98 and Bim-Bcl-B -3.
Screening COc1ccc(NC(=O)C2CCCN2S(=O)(=O)c2ccc(F)cc2)cc1 (stereo not given) returned Bim-Bcl-XL -1, Bim-Bcl-2 -5, Bim-Bfl-1 -8, Bim-Bcl-W 5, RGS7-Gao 109, ABCG2 block 1, RGS8-Gao 102, ABCB1 inh 0.5, GSH bead fluor 23, RGS4-Gao reg 104 and Bim-Bcl-B -4.
